High-throughput results deposited in PubChem BioAssay by several laboratories.
GSH fluor: compound fluorescence on glutathione beads, profiling panel, artefact control, biophysical, 488/530 nm, flow cytometry; GSH beads flow cytometry, compound fluorescence 488/530 nm; hits give high values; 0.25% of 190,000 active; fluorescence (KMESF) at 10 µM; AID 1776, 2009; in the data active = fluorescence above about 89;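 also: glutathione beads carrying GST-tagged Bcl family fusion proteins plus one bare bead set; values are compound well signal with DMSO vehicle wells as background; inactives centre near 16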
HRas wt GTP: modulators of GTP binding to HRas wildtype, primary screen, biochemical, bead-based flow cytometry, multiplex. GTPase HRas (Homo sapiens), P01112. GST-Ras wt beads, Bodipy-FL-GTP binding; actives lie on both sides. GTP binding activity, % at 10 µM. 0.14% of 190,000 active. AID 759, 2007;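 active = GTP binding activity at least 20% away from the 100% baseline, either lowered as inhibitor or raised as activator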;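 also: 0% = unlabeled GTP competition control and 100% = no-compound control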
Avidin fluor: green autofluorescence of compounds with avidin beads – biophysical, 488/530 nm, flow cytometry, artefact control, profiling panel. fluorescence (KMESF) at 10 µM. AID 1775, 2009. 0.38% of 220,000 active. compound fluorescence 488/530 nm; hits give high values; in the data active = fluorescence above about 47; also: inactives centre near 10
Rac1 mut GTP: GTP binding modulators of activated mutant Rac1, primary screen, biochemical, bead-based flow cytometry, multiplex, fluorescent GTP. percent activity (GTP binding), % at 10 µM. 0.11% of 190,000 active. GST-Rac1 activated beads; actives lie on both sides; 100% means binding = to untreated wells. AID 764, 2007. Ras-related C3 botulinum toxin substrate 1 (Homo sapiens), P63000;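 active = GTP binding at least 20 percentage points away from the 100% baseline, in either direction, so actives lie on both sides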
Rab2 wt GTP: modulators of GTP binding to Rab2A wildtype, primary screen, biochemical, dog, bead-based flow cytometry, multiplex; AID 760, 2007; GST-Rab2 wt beads, Bodipy-GTP binding; GTP binding activity, % at 10 µM; 0.19% of 190,000 active; Ras-related protein Rab-2A (Canis lupus familiaris), P61105;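 active = GTP binding activity at least 20 points away from 100%, either lowered or raised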;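 also: 0% = beads with excess unlabeled GTP and 100% = no-compound control corrected for plate trend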
Pf gamet viab: late stage P. falciparum gametocyte viability inhibitors, primary screen, ATP luminescence, HTS | P. falciparum stage V gametocytes, 24 h | inhibition, % at 10.9 µM | 0.065% of 150,000 active | AID 743093, 2013;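 active = inhibition above the mean plus 3 SD of compounds within the control limits, set per campaign, cut at about 38% in these data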;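 also: 0% = DMSO wells and 100% = medium only without gametocytes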
Rac1 wt GTP bind: wildtype Rac1 GTP binding modulators, primary screen, biochemical, GST-Rac1 beads, flow cytometry, multiplex; Ras-related C3 botulinum toxin substrate 1 (Homo sapiens), P63000; fluorescent GTP binding; actives lie on both sides; 0 = cold GTP competed, 100 = untreated; GTP binding activity (% of control), % at 10 µM; 0.27% of 190,000 active; AID 757, 2007;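 active = GTP binding activity at least 20 points away from the 100% control level, either lower or higher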
ABCG2 block: ABCG2 efflux pump inhibitors, primary screen, multiplex with ABCB1, IgMXP3 cells, flow cytometry; Broad substrate specificity ATP-binding cassette transporter ABCG2 (Homo sapiens), Q9UNQ0; JC-1 efflux; inhibition, % at 6.6 µM; 0.1% of 190,000 active; AID 1325, 2008;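 active = inhibition above 80%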;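 also: 0% = DMSO and 100% = nicardipine control wells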
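Test system: ABCG2 IgMXP3 and barcoded ABCB1 CCRF-Adr cell mix; Schedule: cells with compound and JC-1, 10 min at 25 °C, rotating, no wash; Technique: flow cytometry of retained JC-1 fluorescence; Measure: % inhibition of efflux relative to nicardipine and DMSO; Controls: nicardipine high and DMSO low controls.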
Rab7 wt modul: modulators of GTP binding to Rab7, primary screen, biochemical, wildtype, multiplex bead flow cytometry. 0.055% of 190,000 active. GST-Rab7 beads, fluorescent GTP binding; actives lie on both sides; untreated = 100%, excess cold GTP = 0%. AID 758, 2007. GTP binding activity (percent of control), % at 10 µM;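 active = fluorescent GTP binding to Rab7 beads changed by at least 20 points from the 100% baseline, either direction, mostly lower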;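 also: median green fluorescence of bound Bodipy-FL-GTP per Rab7 bead population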
ABCB1 block: ABCB1 efflux pump inhibitors, primary screen, cell-based, multiplex, flow cytometry, ABCG2 counter-screen; ATP-dependent translocase ABCB1 (Homo sapiens), P08183; CCRF-Adr cells, JC-1 efflux; inhibition, % at 6.6 µM; 0.067% of 190,000 active; in the data active = inhibition above about 40%;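 also: 0% = vehicle and 100% = reference inhibitor; higher value means more JC-1 retained so stronger ABCB1 efflux block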
Target sequence (P08183 whole entry, looked up): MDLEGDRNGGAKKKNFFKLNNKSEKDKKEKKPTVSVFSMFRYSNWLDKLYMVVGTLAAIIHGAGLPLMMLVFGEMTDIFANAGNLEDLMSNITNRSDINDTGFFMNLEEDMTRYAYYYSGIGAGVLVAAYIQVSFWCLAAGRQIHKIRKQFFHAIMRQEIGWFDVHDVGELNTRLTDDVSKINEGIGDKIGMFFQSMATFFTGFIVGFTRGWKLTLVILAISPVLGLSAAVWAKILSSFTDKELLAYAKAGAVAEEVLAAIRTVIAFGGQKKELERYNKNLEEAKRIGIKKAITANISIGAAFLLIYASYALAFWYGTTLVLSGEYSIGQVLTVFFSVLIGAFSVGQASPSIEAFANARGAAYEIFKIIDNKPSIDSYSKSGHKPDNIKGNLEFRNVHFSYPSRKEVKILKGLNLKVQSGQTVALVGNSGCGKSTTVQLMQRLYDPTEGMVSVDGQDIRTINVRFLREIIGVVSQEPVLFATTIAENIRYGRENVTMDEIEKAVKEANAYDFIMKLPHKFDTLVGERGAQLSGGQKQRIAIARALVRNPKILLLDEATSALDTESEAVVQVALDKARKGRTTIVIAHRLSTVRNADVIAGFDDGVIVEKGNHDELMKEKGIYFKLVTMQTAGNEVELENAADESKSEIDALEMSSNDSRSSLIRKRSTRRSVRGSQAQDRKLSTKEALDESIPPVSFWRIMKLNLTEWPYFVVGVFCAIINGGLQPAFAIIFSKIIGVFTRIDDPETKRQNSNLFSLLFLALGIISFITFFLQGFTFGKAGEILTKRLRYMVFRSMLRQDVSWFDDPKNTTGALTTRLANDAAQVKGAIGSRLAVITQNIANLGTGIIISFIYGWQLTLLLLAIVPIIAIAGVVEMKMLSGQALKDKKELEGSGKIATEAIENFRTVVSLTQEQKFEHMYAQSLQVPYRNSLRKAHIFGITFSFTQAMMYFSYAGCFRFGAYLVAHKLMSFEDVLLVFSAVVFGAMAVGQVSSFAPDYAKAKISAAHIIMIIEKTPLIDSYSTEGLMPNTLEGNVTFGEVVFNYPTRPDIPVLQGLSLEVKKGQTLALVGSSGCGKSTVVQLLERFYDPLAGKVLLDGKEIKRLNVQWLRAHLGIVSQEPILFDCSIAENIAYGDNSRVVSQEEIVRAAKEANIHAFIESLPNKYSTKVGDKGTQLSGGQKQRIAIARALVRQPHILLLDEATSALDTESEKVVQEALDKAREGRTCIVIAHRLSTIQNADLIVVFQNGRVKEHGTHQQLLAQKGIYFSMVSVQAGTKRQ
Cdc42 wt: modulators of GTP binding to wildtype Cdc42, primary screen, biochemical, multiplex bead flow cytometry, Bodipy-GTP; Cell division control protein 42 homolog (Homo sapiens), P60953; GST-Cdc42 beads; actives lie on both sides; percent activity (GTP binding), % at 10 µM; 0.2% of 190,000 active; AID 761, 2007;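 active = percent activity GTP binding at least 20 points away from the 100% baseline, either down as inhibitor or up as activator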;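 also: median bead fluorescence of bound Bodipy-FL-GTP at 100 nM; 0% = excess unlabeled GTP control and 100% = no compound control; below 100% means less GTP binding so inhibitor and above means activator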
* marks the source's active call; other numbers are inactive results; · = not tested or not shown. The list is partial; count on the stated rates, not on these rows.

compound	Pf gamet viab	Rab2 wt GTP	Rac1 wt GTP bind	Rac1 mut GTP	Avidin fluor	GSH fluor	Cdc42 wt	Rab7 wt modul	ABCG2 block	HRas wt GTP	ABCB1 block
Cc1cccc(N2CCN(CCc3ccccc3)CC2)c1C	1	104	106	101	32	12	107	101	1	102	0.3
COc1ccc(-n2c(C)cc(C(=O)C[N+]34CCN(CC3)CC4)c2C)cc1	-18	103	104	96	10	19	101	105	-1	101	-0.5
COc1ccc(C(C)=O)cc1CC(C(=O)c1ccc(Br)cc1)N(C)C (stereo unspecified)	-5	102	103	102	8	8	99	101	4	101	0.5
COc1cccc(N2CCN(Cc3ccc(Cl)cc3)CC2)c1	·	100	102	101	11	39	102	100	-1	101	0.0
Clc1ccc(OCC#CCN2CCCCCC2)cc1	-19	96	98	94	10	10	95	103	11	97	0.9
CC(ON1CC1(C(F)(F)F)C(F)(F)F)(C(N)=O)C(N)=O (stereo unspecified)	-14	99	104	99	2	8	100	100	0	100	0.2
COC(=O)C1=Nc2ccccc2/C1=C\c1c(O)n(-c2ccc(OC)cc2)c(=O)[nH]c1=O	6	96	97	95	21	15	94	97	-2	97	-0.5
CCN(CCNc1ccc([N+](=O)[O-])c2cccnc12)S(=O)(=O)c1ccc(Cl)cc1	-6	99	101	99	13	21	105	97	2	101	-1.7
COc1cccc(CCNCc2cccc(C(F)(F)F)c2)c1	3	89	93	87	19	9	90	91	-2	88	0.0
C[C@H]1CCCC(=O)CCC/C=C/c2cc(O)cc(O)c2C(=O)O1	·	97	98	98	7	6	100	97	2	99	0.2
CC(C)C[C@H](NC(=O)[C@@H]1CCCN1C(=O)[C@@H](N)Cc1ccc(O)cc1)C(=O)NCC(N)=O	·	96	101	100	·	18	100	99	-1	97	0.0
CC1(C)CN=C(NCc2ccccc2Cl)S1	6	96	98	96	11	34	99	97	2	97	0.9
O=C(Cn1ncc2c3ccccc3n(Cc3ccccc3F)c2c1=O)N1CCC2(CC1)OCCO2	·	101	100	97	34	26	100	101	4	102	2.8
O=P1(NC2CCCC2)COc2ccccc2OC1	·	102	103	100	9	15	106	98	4	102	0.1
CN1CCC(OC(=O)C2c3ccccc3Oc3ccccc32)CC1	·	99	102	97	13	9	103	96	3	100	-0.2
O=C(Cc1ccc(Br)cc1)N1CCN(Cc2ccccc2)CC1	-9	101	100	102	7	18	103	105	1	104	0.4
CC(C)n1c(=O)c(C=Nc2ccc(F)cc2)c(O)n(Cc2ccco2)c1=O	20	98	102	99	12	23	100	98	0	100	6.3
Cn1c(O)c(C=NCCN2CCNCC2)c(=O)n(C)c1=O	17	97	104	96	23	19	100	101	0	98	0.0
CN1C(=O)/C(=C\c2ccc(N3CCCCC3)o2)C(=O)NC1=S	-2	97	98	97	10	35	96	99	11	96	-0.1
COc1ccc2oc3c(c2c1)NC(=O)CN=C3c1ccccc1	-4	96	100	95	10	25	94	100	3	98	0.4
COc1cc(OC)cc(-n2nc(C(=O)N3CCC4(CC3)OCCO4)c3ccccc3c2=O)c1	16	103	107	103	29	23	104	102	0	103	2.2
COc1ccc(CNCC(=O)N2CCC3(CC2)OCCO3)cc1	4	101	104	98	35	25	103	99	28	102	0.8
O=P(Nc1ccccc1Cl)(c1ccccc1)c1nc2c(s1)CCCC2 (stereo unspecified)	-16	104	102	102	14	16	103	97	10	103	2.1
O=C1CCN(C(=O)C(Cl)Cl)N1	-19	96	101	96	11	13	96	95	-1	97	-0.2
Cc1cccc(-n2c(C)nc3ccccc3c2=O)n1	·	96	99	96	21	18	99	93	0	98	-0.1
CCCCn1c(O)c(C(CC)=NCCN2CCOCC2)c(=O)[nH]c1=O	·	103	107	101	9	11	105	106	3	105	0.5
CCN(CC)P(=O)(c1nccn1C)N(CC)CC	-4	102	107	96	16	14	99	101	3	98	3.0
Nc1nc(SCCC(F)=C(F)F)n[nH]1	-16	100	99	91	8	20	100	97	0	98	0.4
OC(Cc1ccccc1)(c1ccccc1)C1CN2CCC1CC2 (stereo unspecified)	·	100	114	99	9	23	106	98	3	103	0.7
CC(C)C12CN3CC(C(C)C)(CN(C1)C3c1cccnc1)C2=O (stereo unspecified)	·	102	104	99	10	10	100	99	2	101	0.6
COC(=O)CN1C(=O)C2(C(C(=O)OC)=C(N)Oc3ccccc32)C2=C1CC(C)(C)CC2=O (stereo unspecified)	-22	102	103	101	9	12	101	100	1	104	0.4
Clc1ccccc1CN1CCN(c2ccccc2Cl)CC1	·	101	112	104	17	14	108	100	3	105	0.8
CCCCc1nc2ccccc2c(=O)n1-c1ccc(O)cc1	·	101	108	101	18	11	103	103	1	103	0.4
NCCCC(=O)OC1N=C(c2ccccc2Cl)c2cc(Br)ccc2NC1=O (stereo unspecified)	6	101	103	96	9	14	98	104	1	99	-0.1
O=C1CC(N2CCC(n3c(=O)[nH]c4ccccc43)CC2)C(=O)N1Cc1ccccc1 (stereo unspecified)	1	96	97	93	11	56	100	99	-3	98	-0.4
Fc1ccc(CCNCc2cccc(Cl)c2)cc1	·	102	99	97	14	21	101	97	2	100	0.6
CCOc1ccccc1N=C1SCCCN1C	·	101	109	102	3	8	102	98	0	100	0.0
CCOc1ccc2nc(N3CCC(C(=O)N4CCC5(CC4)OCCO5)CC3)sc2c1	·	95	99	97	35	19	99	96	2	98	0.6
O=C(O)C12C3CCCC1C32c1ccccc1 (stereo unspecified)	-14	99	98	97	12	23	99	97	1	99	0.2
FC(F)(F)C1=NC(C(F)(F)F)=NP(N2CCOCC2)(N2CCOCC2)=N1	·	100	101	99	3	67	98	101	5	98	0.8
O=C(CN1CCN(Cc2cccc(Cl)c2)C1=O)N1CCC2(CC1)OCCO2	9	102	106	99	32	11	102	102	5	101	1.0
COC(=O)c1ccc(N2CCN(C)CC2)c([N+](=O)[O-])c1	12	103	102	95	10	16	108	108	7	102	0.2
O=C(Cc1ccccc1)NC(Oc1ccccc1Cl)C(Cl)(Cl)Cl (stereo unspecified)	17	96	102	96	12	5	99	94	4	100	0.8
O=C(CCn1c(=O)oc2ccccc21)N1CCC2(CC1)OCCO2	-38	101	106	97	9	15	98	103	7	102	0.8
CCCC1(CCC)C(=O)NC(=NCc2ccccc2)NC1=O	·	91	92	92	12	35	94	92	-2	94	-2.1
O=C1NC(=O)C(CCc2ccncc2)(CCc2ccncc2)C(=O)N1Cc1ccccc1	-11	97	100	94	11	10	97	101	0	97	0.5
O=C1Nc2ccccc2Sc2ccccc21	3	95	97	96	10	11	95	93	0	94	0.3
O=c1c2ccccc2nc(Cc2ccccc2)n1-c1ccc(O)cc1	10	94	96	92	11	13	95	95	-2	92	0.2

Entries of single compounds, quoted from the list.
Listed for O=c1c2ccccc2nc(Cc2ccccc2)n1-c1ccc(O)cc1 → Pf gamet viab: 10; Rab2 wt GTP: 94; Rac1 wt GTP bind: 96; Rac1 mut GTP: 92; Avidin fluor: 11; GSH fluor: 13; Cdc42 wt: 95; Rab7 wt modul: 95; ABCG2 block: -2; HRas wt GTP: 92; ABCB1 block: 0.2
Listed for O=C(O)C12C3CCCC1C32c1ccccc1 (stereo unspecified) → Pf gamet viab: -14; Rab2 wt GTP: 99; Rac1 wt GTP bind: 98; Rac1 mut GTP: 97; Avidin fluor: 12; GSH fluor: 23; Cdc42 wt: 99; Rab7 wt modul: 97; ABCG2 block: 1; HRas wt GTP: 99; ABCB1 block: 0.2

Later entries
compound	Pf gamet viab	Rab2 wt GTP	Rac1 wt GTP bind	Rac1 mut GTP	Avidin fluor	GSH fluor	Cdc42 wt	Rab7 wt modul	ABCG2 block	HRas wt GTP	ABCB1 block
CCOC(=O)C1(Cc2ccc(Cl)cc2)CCN(C(C)CCn2cccn2)CC1 (stereo unspecified)	-12	101	102	100	6	13	98	96	0	98	-0.1
NCC1(CC(=O)O)CCCCC1	·	101	100	98	11	20	98	95	2	100	-0.2
CN(C(=O)Oc1cccc2cccnc12)c1ccccc1	·	98	101	96	25	25	98	98	4	98	1.2
CCOc1c(Cl)cc(CNC(C)C(O)c2ccccc2)cc1OC (stereo unspecified)	2	98	99	98	11	22	97	98	1	97	0.8
FC(F)(F)/C(=N\P(=S)(N1CCOCC1)N1CCOCC1)N1CCOCC1	·	98	103	98	5	38	99	100	2	101	0.4
CC12CN3CC(c4ccccc4)(CN(C1)C31CCCCC1)C2=O	18	105	106	103	22	19	107	103	1	104	0.2
O=C(N/N=C/c1c(O)n(Cc2ccc(F)cc2)c(=O)[nH]c1=O)c1ccccc1O	-5	90	95	93	10	11	95	94	-3	91	-0.8
CN1C(=O)C(=Cc2ccc(SC3CCCCC3)o2)C(=O)N(C)C1=O	·	90	92	90	8	19	90	87	-7	89	-1.8
CC1=NN(c2ccccc2)C(=O)C1/C=C1/C(=O)NC(=O)N(c2cc(C)cc(C)c2)C1=O (stereo unspecified)	·	98	100	96	31	12	99	102	0	99	0.1
CCOP(=O)(C#CC(C)(C)C)C(O)(c1ccccc1)C(F)(F)F (stereo unspecified)	·	100	100	99	9	49	99	97	3	101	0.7
CN1CCN(S(=O)(=O)c2ccc(Cl)nc2)CC1	-24	101	103	99	13	12	105	97	1	100	0.2
CC1CCC/C=C/C2CC(O)CC2C(O)/C=C/C(=O)O1 (stereo unspecified)	·	99	102	97	13	8	98	101	1	101	0.4
COC(=O)C1CN(C#N)N(c2ccc(Cl)cc2)C12c1ccccc1-c1ccccc12 (stereo unspecified)	·	96	107	95	4	45	95	100	0	98	1.4
COc1ccc(C)cc1NC1=NC(C)(C)CS1	23	94	100	92	5	10	95	93	0	93	0.1
Cc1cccc(NC(=O)CSc2nnc([C@@H](N)Cc3c[nH]c4ccccc34)o2)c1C	-18	104	107	99	22	18	107	105	16	102	-0.2
N/C(=N\[N+](=O)[O-])N/N=C/c1ccc(O)cc1	·	100	100	100	33	12	104	106	0	102	0.2
CC(=O)Nc1ccccc1OC(=O)N(C)C	3	98	101	99	5	25	100	95	1	99	0.2
Nc1ccccc1N=Cc1c(O)n(CCC2=CCCCC2)c(=O)[nH]c1=O	7	99	105	101	19	10	103	97	0	101	-0.1
